Bioassay records from PubChem.
PrPC surface inh – inhibitors of human cell surface prion protein PrPC | AID 720596 | inhibition, % at 13.8 µM | TR-FRET read-out | 0.43% of 370,000 active | P04156; in the data active means inhibition above about 24%; further: 0% = median of the test wells and 100% = reference compound wells
UGM FP inh – inhibitors of M. tuberculosis UDP-galactopyranose mutase. purified UGM, fluorescence polarization probe displacement. P9WIQ1. 0.06% of 320,000 active. inhibition, % at 10 µM; in the data active means inhibition above about 10%, passing the limit was not always enough; inconclusive means no clear call, values can overlap the other calls
FadD28 binding – inhibitors of Mycobacterium tuberculosis FadD28 bisubstrate binding | AID 588549 | FadD28 bisubstrate probe binding, fluorescence polarization | 0.22% of 360,000 active | inhibition, % at 12.5 µM; in the data active means inhibition above about 8.5%, passing the limit was not always enough; inconclusive means no clear call, values can overlap the other calls
Mtb FBA inh – inhibitors of M. tuberculosis fructose-bisphosphate aldolase | P9WQA3 | purified M. tuberculosis FBA, fluorescence read-out | 2.3% of 360,000 active | inhibition, % at 1 µM; in the data active means inhibition above about 27%;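 further: 0% = vehicle and 100% = reference inhibitor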
Target sequence (P9WQA3 whole entry, looked up): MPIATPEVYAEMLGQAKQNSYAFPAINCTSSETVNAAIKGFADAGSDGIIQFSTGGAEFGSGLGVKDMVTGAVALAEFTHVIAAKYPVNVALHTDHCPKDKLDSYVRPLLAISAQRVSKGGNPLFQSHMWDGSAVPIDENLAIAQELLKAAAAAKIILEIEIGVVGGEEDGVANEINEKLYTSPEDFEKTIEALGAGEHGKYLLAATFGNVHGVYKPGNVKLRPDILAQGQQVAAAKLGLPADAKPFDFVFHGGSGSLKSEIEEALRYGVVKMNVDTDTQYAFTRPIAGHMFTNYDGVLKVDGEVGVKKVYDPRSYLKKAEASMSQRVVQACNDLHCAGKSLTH
MazF activator – increases E. coli MazEF RNase cleavage of RNA; P0AE70; FAM/BHQ RNA-DNA oligo cleavage fluorescence, 5 h; activation, % at 20 µM; 0.32% of 350,000 active; AID 504720; in the data active means activation above about 50%
Target sequence (P0AE70 whole entry, looked up): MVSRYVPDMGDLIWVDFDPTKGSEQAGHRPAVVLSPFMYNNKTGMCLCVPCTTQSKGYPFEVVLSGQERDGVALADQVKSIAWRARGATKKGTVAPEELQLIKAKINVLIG
BioA inh – inhibitors of Mycobacterium tuberculosis BioA enzyme; purified M. tuberculosis BioA enzyme, plate reader; 0.096% of 360,000 active; inhibition, % at 9.99 µM; in the data active means inhibition above about 40%; inconclusive means no clear call, values can overlap the other calls
Rv3671c protease – Rv3671c (M. tuberculosis) protease inhibition; inhibition, % at 5.96 µM; 0.048% of 320,000 active; in the data active means inhibition above about 38%;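 further: extracellular domain of Rv3671c used as enzyme; 0% = enzyme with DMSO and 100% = no enzyme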
Target sequence (P9WHR9 whole entry, looked up, the tested form may be a part): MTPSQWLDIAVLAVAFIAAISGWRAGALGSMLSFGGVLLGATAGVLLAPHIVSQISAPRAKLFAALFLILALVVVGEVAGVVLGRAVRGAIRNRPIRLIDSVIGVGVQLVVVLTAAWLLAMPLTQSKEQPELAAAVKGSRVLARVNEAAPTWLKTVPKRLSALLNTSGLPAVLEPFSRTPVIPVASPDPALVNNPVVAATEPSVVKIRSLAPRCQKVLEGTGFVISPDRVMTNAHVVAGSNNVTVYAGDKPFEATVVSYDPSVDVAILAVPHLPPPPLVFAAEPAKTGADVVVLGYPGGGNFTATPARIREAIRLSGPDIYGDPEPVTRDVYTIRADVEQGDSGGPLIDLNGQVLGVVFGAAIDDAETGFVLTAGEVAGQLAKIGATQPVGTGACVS
GDH-TPI counter – GDH-TPI coupled enzyme inhibition counter-screen; inhibition, % at 4.8 µM; AID 588335; 1.2% of 360,000 active; GDH-TPI coupled enzyme counterscreen, NADH absorbance; in the data active means inhibition above about 30%;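 further: 0% = DMSO wells and 100% = wells lacking the enzyme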
BoNT F protease – inhibitors of Botulinum neurotoxin F light chain protease. Multiplex microsphere protease cleavage assay, flow cytometry. inhibition, % at 10 µM. 0.22% of 360,000 active; in the data active means inhibition above about 35%, passing the limit was not always enough; inconclusive means no clear call, values can overlap the other calls; further: plate controls were buffer without enzyme for full effect and enzyme alone for no effect
* hit, by the source's call; ? = inconclusive; / = no result given; + = active, no number.

The first 2 compounds (preview)
SMILES	PrPC surface inh	UGM FP inh	FadD28 binding	Mtb FBA inh	MazF activator	BioA inh	Rv3671c protease	GDH-TPI counter	BoNT F protease
CC(C)CC(=O)NC(=S)NNC(=O)c1cccc([N+](=O)[O-])c1	-17	-0.5	0.1	1	-18	/	5	14	3
CC(=O)NC(NC(=S)Nc1c(C)n(C)n(-c2ccccc2)c1=O)C(Cl)(Cl)Cl (stereo not given)	-1	/	-2.1	5	-10	/	/	-2	0

All compounds of this part, from the first entry:
SMILES	PrPC surface inh	UGM FP inh	FadD28 binding	Mtb FBA inh	MazF activator	BioA inh	Rv3671c protease	GDH-TPI counter	BoNT F protease
CC(C)CC(=O)NC(=S)NNC(=O)c1cccc([N+](=O)[O-])c1	-17	-0.5	0.1	1	-18	/	5	14	3
CC(=O)NC(NC(=S)Nc1c(C)n(C)n(-c2ccccc2)c1=O)C(Cl)(Cl)Cl (stereo not given)	-1	/	-2.1	5	-10	/	/	-2	0
O=C1NC(=O)C(=Cc2coc3ccc(O)cc3c2=O)C(=O)N1	12	2.2	0.4	-5	4	-0.1	-14	19	6
CCOc1cccc(CN2CCCC(C(=O)Nc3cccc(-n4cccn4)c3)C2)c1 (stereo not given)	-2	-0.2	-1.8	-1	5	-0.2	0	0	-5
CCCSc1nnc(CNC(=O)C23CC4CC(CC(C4)C2)C3)n1Cc1ccccc1	-5	-1.4	-3.5	-3	6	0.2	0	-12	-3
Cc1ccc(S(=O)(=O)N2CCCCC2)cc1C(=O)Nc1cccnc1	12	1.7	-2.8	2	0	/	-4	-2	1
CC(=O)Nc1ccc(OC(=O)Oc2ccc(NC(C)=O)cc2)cc1	0	-1.4	0.2	2	2	-1.1	4	-7	3
C=CCNC(=S)N1CCC(C(=O)c2ccc(F)cc2)CC1	-4	-1.8	-1.7	0	5	2.1	1	9	15
NS(=O)(=O)c1ccc(CNC(=O)/C=C/c2ccc(Cl)c(Cl)c2)cc1	5	-1.4	-4.6	-1	-10	/	-1	3	3
CC(C)=C1C2CCC1C(C(=O)Nc1cc(C)cc(C)c1)C2C(=O)O (stereo not given)	-2	0.7	-0.3	5	1	/	-2	0	-4
Cc1cccc(N2C(=O)CC(N3CCN(c4ccc(Cl)cc4)CC3)C2=O)c1 (stereo not given)	3	2.6	-2.0	-2	-1	-1.7	5	5	-18
Nc1ncnc2c1ncn2[C@@H]1O[C@H](CNCc2ccc(OCC(=O)Nc3nccs3)cc2)[C@@H](O)[C@H]1O	2	3.7	?	-3	5	0.5	2	5	-5
CC(Sc1nnc2c(n1)[nH]c1ccccc12)C(=O)N(C)C1CCCCC1 (stereo not given)	6	0.6	-0.7	1	10	2.4	-5	15	8
CN(Cc1cccc(Cl)c1)C(=O)C1CSC2(C)CCC(=O)N12 (stereo not given)	-2	2.4	-1.3	-2	5	0.5	-6	-1	-1
Cc1ccc(N2CC(C(=O)Nc3ccccn3)CC2=O)cc1 (stereo not given)	-5	1.1	-0.6	0	5	2.2	1	-2	-13
CCN1c2ccccc2-c2nc3ccccc3n2C1c1ccccn1 (stereo not given)	-5	-2.5	-2.6	51*	0	2.0	0	6	0
CC1=C(C(=O)N(C)C)CC(CC(=O)NCCN2CCOCC2)C(=O)N1Cc1ccccc1 (stereo not given)	-1	/	-0.7	0	3	-0.3	/	5	0
CN(C)c1ccc(S(=O)(=O)N2CCCCC2)cc1NC(=O)CCNC(=O)c1ccc(Cl)cc1	7	-0.9	-1.1	4	6	-0.3	-7	-3	-10
Cc1cccn2c(=O)c3cc(C(=O)NCc4ccco4)c(=N)n(C4CCCC4)c3nc12	-12	-2.2	/	90*	38	-2.2	5	13	2
CN(C(=O)COC(=O)c1ccc(C#N)cc1)c1ccccc1	10	0.6	-0.1	1	-5	-2.7	4	7	5
CCN1C(=O)C2(C(C#N)=C(N)Oc3cc(C)oc(=O)c32)c2ccccc21 (stereo not given)	-8	0.2	-0.4	2	-2	-2.6	7	13	-18
CC(/C=N/n1c(-c2ccc(C)cc2)n[nH]c1=S)=C\c1ccco1	-4	0.7	-1.7	-3	-2	/	-15	27	4
Cc1cc(NC(=O)CCSc2nc(-c3ccco3)cc(C(F)(F)F)n2)n(-c2ccccc2)n1	5	1.7	-6.5	-4	-1	-1.6	-7	15	1
CC(C)(NO)/C(=N\O)c1ccccc1	0	1.0	-0.6	54*	20	-3.2	-2	-6	6

19 consecutive compounds already listed, quoted:
SMILES	PrPC surface inh	UGM FP inh	FadD28 binding	Mtb FBA inh	MazF activator	BioA inh	Rv3671c protease	GDH-TPI counter	BoNT F protease
O=C1NC(=O)C(=Cc2coc3ccc(O)cc3c2=O)C(=O)N1	12	2.2	0.4	-5	4	-0.1	-14	19	6
CCOc1cccc(CN2CCCC(C(=O)Nc3cccc(-n4cccn4)c3)C2)c1 (stereo not given)	-2	-0.2	-1.8	-1	5	-0.2	0	0	-5
CCCSc1nnc(CNC(=O)C23CC4CC(CC(C4)C2)C3)n1Cc1ccccc1	-5	-1.4	-3.5	-3	6	0.2	0	-12	-3
Cc1ccc(S(=O)(=O)N2CCCCC2)cc1C(=O)Nc1cccnc1	12	1.7	-2.8	2	0	/	-4	-2	1
CC(=O)Nc1ccc(OC(=O)Oc2ccc(NC(C)=O)cc2)cc1	0	-1.4	0.2	2	2	-1.1	4	-7	3
C=CCNC(=S)N1CCC(C(=O)c2ccc(F)cc2)CC1	-4	-1.8	-1.7	0	5	2.1	1	9	15
NS(=O)(=O)c1ccc(CNC(=O)/C=C/c2ccc(Cl)c(Cl)c2)cc1	5	-1.4	-4.6	-1	-10	/	-1	3	3
CC(C)=C1C2CCC1C(C(=O)Nc1cc(C)cc(C)c1)C2C(=O)O (stereo not given)	-2	0.7	-0.3	5	1	/	-2	0	-4
Cc1cccc(N2C(=O)CC(N3CCN(c4ccc(Cl)cc4)CC3)C2=O)c1 (stereo not given)	3	2.6	-2.0	-2	-1	-1.7	5	5	-18
Nc1ncnc2c1ncn2[C@@H]1O[C@H](CNCc2ccc(OCC(=O)Nc3nccs3)cc2)[C@@H](O)[C@H]1O	2	3.7	?	-3	5	0.5	2	5	-5
CC(Sc1nnc2c(n1)[nH]c1ccccc12)C(=O)N(C)C1CCCCC1 (stereo not given)	6	0.6	-0.7	1	10	2.4	-5	15	8
CN(Cc1cccc(Cl)c1)C(=O)C1CSC2(C)CCC(=O)N12 (stereo not given)	-2	2.4	-1.3	-2	5	0.5	-6	-1	-1
Cc1ccc(N2CC(C(=O)Nc3ccccn3)CC2=O)cc1 (stereo not given)	-5	1.1	-0.6	0	5	2.2	1	-2	-13
CCN1c2ccccc2-c2nc3ccccc3n2C1c1ccccn1 (stereo not given)	-5	-2.5	-2.6	51*	0	2.0	0	6	0
CC1=C(C(=O)N(C)C)CC(CC(=O)NCCN2CCOCC2)C(=O)N1Cc1ccccc1 (stereo not given)	-1	/	-0.7	0	3	-0.3	/	5	0
CN(C)c1ccc(S(=O)(=O)N2CCCCC2)cc1NC(=O)CCNC(=O)c1ccc(Cl)cc1	7	-0.9	-1.1	4	6	-0.3	-7	-3	-10
Cc1cccn2c(=O)c3cc(C(=O)NCc4ccco4)c(=N)n(C4CCCC4)c3nc12	-12	-2.2	/	90*	38	-2.2	5	13	2
CN(C(=O)COC(=O)c1ccc(C#N)cc1)c1ccccc1	10	0.6	-0.1	1	-5	-2.7	4	7	5
CCN1C(=O)C2(C(C#N)=C(N)Oc3cc(C)oc(=O)c32)c2ccccc21 (stereo not given)	-8	0.2	-0.4	2	-2	-2.6	7	13	-18

Next structures follow.
SMILES	PrPC surface inh	UGM FP inh	FadD28 binding	Mtb FBA inh	MazF activator	BioA inh	Rv3671c protease	GDH-TPI counter	BoNT F protease
O=C(c1cnn2c(C(F)F)cc(-c3ccccc3)nc12)N1CCOCC1	-11	1.0	1.9	5	3	/	-1	11	4
COc1ccc(OC)c(C2Nc3nc4ccccc4n3C(C)=C2C(=O)Nc2ccc(C)cc2C)c1 (stereo not given)	1	/	-1.2	0	2	-1.4	2	15	2
O=C1CC(N2CCN(c3ccc(Cl)cc3)CC2)C(=O)N1c1ccc(F)cc1 (stereo not given)	-2	-0.6	-1.1	1	4	-0.6	15	3	56*
O=C(COc1nncc2ccccc12)NCC(F)(F)F	-1	3.4	-1.1	5	2	/	-6	-3	1
CCN(C(=O)Cn1c(=O)oc2cc(S(=O)(=O)N3CCOCC3)ccc21)c1ccccc1	-4	-2.4	-1.8	2	5	/	4	-3	/
Cc1nc(CS(=O)c2ccc(Cl)cc2)cc(NCc2ccc(Cl)cc2Cl)n1 (stereo not given)	-4	-0.2	-13	-1	-10	-0.3	0	7	-3
Cc1ccc(Nc2c(N)c(=O)oc3ccccc23)cc1	1	1.1	-3.8	-1	3	/	3	-5	-6
O=c1oc2c(CN3CCOCC3)c(O)ccc2c2c1CCC2	1	0.3	-2.0	+	7	4.9	1	0	-7
O=C(NCc1ccc(F)cc1)c1ccc(S(=O)(=O)N2CCCCC2)cc1	0	-2.3	-3.3	-3	0	-2.4	-1	9	-9
CC(C)(C)N(Cc1ccccc1)C(=O)COC(=O)C1CCCCC1	2	1.4	-5.5	-2	8	1.0	4	0	-5
NC(=O)CN1C(=O)C(=O)N(Cc2ccc(F)cc2)C1=O	2	1.5	-0.3	5	-1	-1.8	6	7	25
O=C(O)c1cc(Cl)c(Cl)cc1C(=O)Nc1cccc2ncccc12	-8	3.0	-2.5	-1	4	7.0	-6	-2	-4
CCc1ccc(C(=O)NC(=S)NCc2cccnc2)cc1	7	-2.2	1.0	-3	1	-0.7	0	4	-7
CCOC(=O)c1sc(NC(=O)CCc2ccccc2)nc1C	-6	1.5	-2.5	-1	-8	1.5	-4	-1	?
CCOCCOC(=O)c1[nH]c2c(c1C)C(=O)CC(c1ccc(OC)c(OC)c1)C2 (stereo not given)	-7	2.5	-0.6	2	5	2.4	-13	-8	-4
COc1ccc(-c2cnc3c(c2)CCC3(C#N)C#N)cc1	13	3.2	-1.9	58*	-6	-2.0	2	7	1
FC(F)(F)c1nc(Oc2ccccc2)c2ccccc2n1	1	1.1	-4.9	-3	10	-0.7	-1	3	-12
CCC(=Cc1ccccc1OC)c1ccncc1	-2	/	-4.2	-2	0	/	/	10	4
CCN(CC)S(=O)(=O)c1ccc(NC(=O)Cn2cnc3ccccc3c2=O)cc1	5	-4.0	-0.8	-1	5	5.3	0	4	-7
C=CCn1c(COc2ccc(Cl)cc2)nnc1SCC(=O)N1CC(=O)Nc2ccccc21	-5	-1.6	-6.3	0	0	19	0	2	-6
O=C(COC(=O)c1cccc(Br)c1)NCCC1=CCCCC1	1	-1.1	-1.6	2	5	/	3	-1	-2
CN(C)S(=O)(=O)N1CCC(Oc2cccc(C(=O)NC3CCCCCC3)c2)CC1	15	0.7	-0.9	-3	7	-0.6	4	-1	-2
COc1ccc(-n2c(C)cc(C(=O)CSc3ccc(NC(C)=O)cc3)c2C)cc1	6	-0.1	-2.8	-3	0	2.3	0	13	-6
Cn1cnnc1Sc1ccc(C(=O)OCC(=O)Nc2cc(Cl)cc(Cl)c2)cc1[N+](=O)[O-]	-17	1.6	-1.1	-1	7	-2.1	-9	8	2
COc1cc(/C=C/C(=O)OCC(=O)Nc2ccc(C)cc2[N+](=O)[O-])ccc1O	11	3.3	-1.9	2	-13	/	-2	9	-2
O=C(CCCCCn1nnc2ccccc2c1=O)N[C@H](C(=O)O)c1ccccc1	-4	-1.5	-2.0	2	4	/	3	5	7
COc1ccc(SC[C@H](CC(C)C)N2CCN(C)CCC2=O)cc1	-9	-1.3	-0.9	2	7	0.1	2	18	1
CCCN(C(=O)C(C)Oc1cccc(Cl)c1)c1c(N)n(Cc2ccccc2)c(=O)[nH]c1=O (stereo not given)	3	1.0	-3.1	4	1	1.3	0	1	6
Cc1cc2c(cc1C)N(Cc1ccccc1)C1=NCCCN12	0	1.5	-2.4	10	-10	/	-7	5	-1
COc1ccc(NS(=O)(=O)c2cc(OCC(N)=O)c(C)cc2Cl)cc1	6	2.9	0.6	2	8	/	-1	9	0
O=[N+]([O-])c1cccc(NC2=NCCC2)c1	-7	3.1	-1.3	1	-8	/	1	14	8
